From PubChem BioAssay
zVAD death inh: inhibitors of zVAD-triggered necroptosis, primary screen, L929 cells; L929 zVAD necroptosis rescue, ATP luminescence, 24 h; with zVAD 60 µM; viability rescue, % at 10 µM; actives 0.38% (n = 220,000); AID 1377, 2008;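 active = activation, scaled between plate controls, above about 75%, limit read from the data; inactive = activation under that limit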;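 also: 0% = zVAD with DMSO and 100% = DMSO alone without zVAD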
KCC2 mod: KCC2 cotransporter modulators, thallium flux, primary screen, cell-based, HEK293 KCC2, FluoZin-2 fluorescence, MLSMR | Solute carrier family 12 member 5 (Homo sapiens), Q9H2X9 | KCC2 cells, thallium flux FluoZin-2 fluorescence | B-score of Tl+ flux slope (higher = more flux/activation; lower = inhibition) at 10 µM | actives 2.2% (n = 190,000);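 active = thallium flux slope and its plate-corrected score both differing from the plate sample mean at a set confidence after two filtering rounds, in either direction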;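 also: slope of fluorescence scaled to starting intensity during 10 to 20 s after thallium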
Rad51 HR inh: human RAD51 strand exchange inhibitors, primary screen, biochemical, fluorescence; DNA repair protein RAD51 homolog 1 (Homo sapiens), Q06609; hRad51 DNA strand exchange, fluorescence dequenching; inhibition, % at 10 µM; actives 0.085% (n = 200,000);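 active = inhibition above 40% at the single screening dose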;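 also: 0% = DMSO control wells and 100% = blanks with heterologous ssDNA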
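Read-out basis: percent inhibition relative to plate controls and blanks / Assay system: human Rad51 nucleoprotein filaments preassembled on unlabelled ssDNA / Timing: filaments 15 min 37 °C, then compound 30 min / Control set: per-plate controls and blanks / Technique: fluorescence dequenching at 485/520 nm / Compound: 10 µM final, single point / Also added: Fluorescein- and BHQ1-tagged 47-mer duplex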
Calpain2 inh: inhibitors of pig calpain II, primary screen, biochemical, fluorogenic peptide substrate, 1536-well; purified calpain II, 30 min; inhibition, % at 16 µM; actives 0.37% (n = 220,000); AID 1236, 2008;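 active = inhibition above about 50%, limit read from the data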
MDM2 E3 inh: MDM2-luciferase reporter signal enhancers, primary screen, MDM2 E3 ligase inhibitor project, cell-based, luminescence, 1536-well; E3 ubiquitin-protein ligase Mdm2 (Homo sapiens), Q00987; signal enhancement, % at 5 µM; cell-based MDM2 ubiquitination luciferase reporter, 2 h; 0 = plate control, 100 = twice control, blank-subtracted; actives 0.11% (n = 210,000);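 active = signal enhancement of 30% or more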;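 also: luminescence tracks abundance of the self-degrading MDM2-luciferase fusion protein; higher signal means inhibition of MDM2 E3 ligase activity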
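Timing – 2 h compound exposure at 37 °C · Assay system – mammalian cells stably expressing self-ubiquitinating, self-degrading MDM2 E3–luciferase fusion · Amount – 2000 cells seeded into each well · Measure – % luminescence enhancement versus blank-corrected plate control mean · Measured by – SteadyLite luminescence, 15 min reagent step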
eIF4E-4G inh: eIF4E–eIF4G protein interaction inhibitors, primary screen, biochemical, uHTS, TR-FRET, eIF4GI fragment; TR-FRET eIF4E-eIF4GI(517-606) binding, 2 h; inhibition, % at 21.7 µM; actives 0.37% (n = 220,000);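 active = inhibition above about 30%, limit read from the data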;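 also: 0% = full FRET control wells and 100% = background wells lacking eIF4GI fragment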
PERK inh: block of dimerizer-induced PERK translation repression, primary screen, PERK inhibitor project, CHO PERK-DD cells, SEAP luminescence, HTS | actives 0.17% (n = 220,000) | Eukaryotic translation initiation factor 2-alpha kinase 3 (Homo sapiens), Q9NZJ5 | CHO PERK-DD fusion, SEAP luminescence translation reporter | inhibition, % at 5.6 µM | AID 1416, 2008;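 active = inhibition above the mean inhibition of all tested compounds plus 3 SD, set separately per screening campaign, cut at about 2.9% in these data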;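 also: PERK kinase domain activated by AP20187 dimerizer at 100 nM; 0% = DMSO with dimerizer and 100% = rapamycin at 8.4 µM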
Target sequence (Q9NZJ5 whole entry, looked up, the tested form may be a part): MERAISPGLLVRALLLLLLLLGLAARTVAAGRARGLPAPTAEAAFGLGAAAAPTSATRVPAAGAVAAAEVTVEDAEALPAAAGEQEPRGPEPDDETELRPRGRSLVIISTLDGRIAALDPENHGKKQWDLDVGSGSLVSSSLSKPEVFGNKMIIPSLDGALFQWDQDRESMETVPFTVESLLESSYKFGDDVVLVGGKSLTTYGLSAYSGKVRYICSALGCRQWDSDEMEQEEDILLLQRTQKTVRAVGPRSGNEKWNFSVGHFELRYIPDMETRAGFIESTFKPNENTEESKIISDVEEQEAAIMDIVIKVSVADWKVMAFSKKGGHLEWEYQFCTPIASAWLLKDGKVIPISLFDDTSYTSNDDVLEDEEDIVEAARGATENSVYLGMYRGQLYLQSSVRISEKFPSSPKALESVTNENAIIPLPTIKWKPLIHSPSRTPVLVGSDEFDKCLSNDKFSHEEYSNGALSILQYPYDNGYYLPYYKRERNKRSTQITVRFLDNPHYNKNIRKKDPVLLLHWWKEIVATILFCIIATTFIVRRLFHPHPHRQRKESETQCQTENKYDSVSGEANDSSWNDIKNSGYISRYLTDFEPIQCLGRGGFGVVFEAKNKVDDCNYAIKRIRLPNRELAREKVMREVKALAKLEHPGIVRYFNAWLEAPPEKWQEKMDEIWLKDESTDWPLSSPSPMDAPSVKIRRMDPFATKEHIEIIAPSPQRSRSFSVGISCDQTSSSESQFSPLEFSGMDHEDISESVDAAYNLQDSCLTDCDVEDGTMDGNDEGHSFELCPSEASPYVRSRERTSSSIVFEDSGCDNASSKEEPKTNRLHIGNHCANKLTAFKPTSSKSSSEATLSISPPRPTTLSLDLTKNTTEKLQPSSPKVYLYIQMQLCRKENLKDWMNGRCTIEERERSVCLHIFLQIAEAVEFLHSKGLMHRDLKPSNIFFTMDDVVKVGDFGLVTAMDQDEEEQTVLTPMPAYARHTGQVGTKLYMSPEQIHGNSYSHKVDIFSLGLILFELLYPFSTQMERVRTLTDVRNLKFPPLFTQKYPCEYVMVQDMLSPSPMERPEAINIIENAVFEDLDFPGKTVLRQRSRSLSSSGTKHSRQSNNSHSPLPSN
TNF necrop inh: inhibitors of TNF-alpha triggered necroptosis, primary screen, cell-based, Jurkat FADD-/-, single concentration. Jurkat FADD-/- TNF necroptosis rescue, ATP luminescence, 24 h; 0 = TNF only, 100 = no-TNF cells. actives 0.068% (n = 220,000). activation (protection from cell death), % at 10 µM;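 active = activation, meaning protection from cell death, of at least 50% relative to plate controls; inactive = activation below 50%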;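 also: necroptosis triggered by 40 ng/mL TNF-alpha added together with compound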
EBV gp42 block: Epstein-Barr virus gp42 inhibitors, primary screen, biochemical, uHTS, fluorescence polarization | Fluorescence polarization binding assay, mP read-out | inhibition, % (tested at 21.74 µM) | actives 0.42% (n = 220,000); in the data active = inhibition above about 50%
* marks the source's active call; other numbers are inactive results; / = no result given; [ ] = dose if it differs, or a comment. Random draw from the library; about 3.6% have a hit in one of these screens.

SMILES | zVAD death inh | KCC2 mod | Rad51 HR inh | Calpain2 inh | MDM2 E3 inh | eIF4E-4G inh | PERK inh | TNF necrop inh | EBV gp42 block
Cc1nc2ccccc2c(=O)n1CCCO | 0.1 | 1.6 | -2 | -7 | -16 | -5 | 1.0 | -0.5 | -21
Clc1cccc(NCc2ccccc2)n1 | 1.0 | 0.59 | 30 | 24 | -19 | 0 | 1.7 | 3.1 | 0
O=C(CSc1nnc(Cc2ccccc2)o1)NCc1ccco1 | 1.7 | / | 1 | -1 | -17 | -1 | 0.6 | 1.3 | -5
Cc1cccnc1NC(N)=S | 1.0 | 1.6 | -34 | -15 | -2 | -3 | 0.3 | -0.8 | -13
COc1ccc(C(=O)[C@H]2[C@H]3C(=O)N(c4ccccc4)C(=O)[C@H]3C3C=CC=NN32)cc1 (some centres not stated) | 0.7 | 0.14 | -22 | 7 | / | -9 | 1.5 | 1.2 | -20
CCc1cc(C(=O)NNC(=S)Nc2cccc(C)c2)cs1 | -0.3 | 9.3* | -1 | -1 | -10 | -1[fluorescence artefact?] | -0.1 | 0.0 | 0
O=CN(Cc1ccco1)C1(C(=O)NC2CCCCC2)CCCCC1 | 2.6 | / | 1 | -4 | -15 | -2 | 0.7 | 0.0 | -4
COc1ccccc1C1C(C(C)=O)=C(C)N=c2s/c(=C\c3cc(OC)c(OC)c(OC)c3)c(=O)n21 (configuration not stated) | 0.0 | -0.58 | 0 | -29 | -5 | 5 | -0.1 | -3.2 | -19
COc1ccccc1-c1cc(N)n[nH]1 | 0.8 | 0.4 | 5 | -8 | -7 | -1 | 0.2 | -0.3 | 4
Cc1cccc(NS(=O)(=O)c2cc(C(=O)N3CCN(C)CC3)ccc2C)c1 | -0.3 | / | -4 | 2 | -1 | -2 | -0.2 | 0.8 | -26
CN1CCN(C(c2ccc(F)cc2)c2nnnn2Cc2cccs2)CC1 (configuration not stated) | 1.1 | 0.4 | 3 | -12 | 1 | 23 | -0.3 | 1.7 | -17
Cc1cc(C)cc(OCc2nnc(SCC(=O)c3ccc(Br)cc3)o2)c1 | 0.2 | -0.022 | 10 | 4 | -8 | -3[fluorescence artefact?] | -0.3 | 0.2 | -16
COC(=O)c1cc(C)sc1NC(=O)CCCC(=O)O | 0.1 | -0.87 | 2 | -13 | -15 | 8 | -0.2 | -0.6 | -7
CC(C)(C)c1ccc(NC(=O)Nc2ccc(F)cc2)cc1 | 71 | -0.5 | -6 | 9 | -18 | 1 | -0.1 | 4.2 | -7
Clc1ccc(Cn2c(CN3CCCC3)nc3ccccc32)cc1 | -0.3 | -0.92 | -5 | 33 | / | 7 | -1.6 | -0.3 | -11
Clc1ccc(C2=Nn3c(nnc3-c3cccnc3)SC2)s1 | -0.2 | / | -5 | 8 | -22 | -8 | 0.3 | -3.3 | -19
Cc1ccccc1OCc1nnc(SC(C)C(=O)O)n1Cc1ccccc1 (configuration not stated) | 2.3 | 0.35 | -13 | -16 | -10 | 1 | 0.0 | -0.8 | -4
CSc1nnc2ccc(-c3ccccn3)nn12 | 4.3 | 1.5 | -1 | -17 | -5 | 0 | 1.8 | -0.4 | -1
COc1ccc(N2C(=O)C3C4C=CC(C4)C3C2=O)c([N+](=O)[O-])c1 (configuration not stated) | 2.6 | 0.31 | 6 | -14 | -4 | 3 | 2.1 | 1.1 | 2
Cc1cc(C2CC(=O)Nc3ccccc3S2)c(C)s1 (configuration not stated) | -0.2 | -0.57 | -9 | -3 | -6 | -1 | 0.2 | -0.6 | -3
Cc1ccc(SCCc2cc[n+](CC(=O)c3ccccc3)cc2)cc1 | -0.9 | -0.47 | -9 | 27 | -25 | -3 | -0.9 | -1.6 | -14
Cc1ccc(S(=O)(=O)N2CCOCC2)cc1NC(=O)Cn1cc(C(F)(F)F)cc(Cl)c1=O | 1.2 | 1.2 | -5 | 8 | 8 | 12[fluorescence artefact?] | 0.7 | 1.4 | -7
COc1ccc(C(C(=O)NC2CCCC2)N(C(=O)c2ccoc2C)c2ccccc2)cc1 (configuration not stated) | -0.9 | -0.22 | / | 26 | / | 0 | -0.9 | 0.3 | -1
Cc1cc(C)n(CCC(=O)N/N=C/c2ccc(O)cc2)n1 | 1.1 | -0.02 | 9 | -2 | -17 | -3 | 0.6 | -1.5 | -10
COc1cc2[nH]c(=S)nc(NCc3ccccn3)c2cc1OC | 0.7 | 0.35 | -6 | -27 | -11 | -1 | -0.4 | -0.4 | 36
CCN1CCN(Cc2oc(CO)cc(=O)c2O)CC1 | 0.5 | -0.021 | 10 | -14 | -1 | -4 | 0.8 | 0.1 | -23
COc1ccc(N2CCN(C(=O)Cc3ccc(S(=O)(=O)N4CCOCC4)s3)CC2)cc1 | -0.6 | 1.6 | -21 | -33 | 7 | 18 | 0.6 | 0.2 | 4
S=C(c1ccc(Cl)cc1)N1CCN(Cc2ccccc2)CC1 | 1.1 | -0.9 | 3 | 8 | 2 | -2 | 0.0 | 2.5 | 4
CC(C)CC(NC(=O)C1CCC(C)CC1)C(=O)NCc1cccnc1 (configuration not stated) | 0.6 | 0.34 | -2 | 33 | -4 | 1 | -0.5 | -1.4 | -9
CN(C(=O)c1cccs1)c1ccc(OCC(=O)N2CCC(C(N)=O)CC2)cc1 | 0.7 | -0.026 | -1 | 8 | -12 | 2 | 0.5 | -0.1 | 7

Some of the entries above in a different format:
Values run as follows: zVAD death inh, KCC2 mod, Rad51 HR inh, Calpain2 inh, MDM2 E3 inh, eIF4E-4G inh, PERK inh, TNF necrop inh, EBV gp42 block
CSc1nnc2ccc(-c3ccccn3)nn12
    4.3, 1.5, -1, -17, -5, 0, 1.8, -0.4, -1
COc1ccc(C(C(=O)NC2CCCC2)N(C(=O)c2ccoc2C)c2ccccc2)cc1 (configuration not stated)
    -0.9, -0.22, /, 26, /, 0, -0.9, 0.3, -1
COc1cc2[nH]c(=S)nc(NCc3ccccn3)c2cc1OC
    0.7, 0.35, -6, -27, -11, -1, -0.4, -0.4, 36
CC(C)CC(NC(=O)C1CCC(C)CC1)C(=O)NCc1cccnc1 (configuration not stated)
    0.6, 0.34, -2, 33, -4, 1, -0.5, -1.4, -9
Cc1cc(C2CC(=O)Nc3ccccc3S2)c(C)s1 (configuration not stated)
    -0.2, -0.57, -9, -3, -6, -1, 0.2, -0.6, -3

Further structures follow.
SMILES | zVAD death inh | KCC2 mod | Rad51 HR inh | Calpain2 inh | MDM2 E3 inh | eIF4E-4G inh | PERK inh | TNF necrop inh | EBV gp42 block
CC(=O)N1CCN(Cc2ccc(Br)s2)CC1 | 2.9 | -1.6 | -7 | -7 | -5 | 5 | 0.5 | 0.3 | -6
CCOC(=O)c1c(C)nc(C(Cl)(Cl)Cl)nc1N | -0.8 | -0.74 | 5 | 16 | 0 | 6 | 0.6 | -1.4 | 3
Cc1ccc(SCC(=O)NC(=O)Nc2ccc3c(c2)OCCO3)cc1C | -0.1 | 0.26 | -6 | 21 | 14 | 1[fluorescence artefact?] | 0.7 | 0.9 | -12
O=C(CC(Cc1ccccc1)c1ccco1)NC1CCCCC1 (configuration not stated) | 0.6 | / | 6 | 28 | -4 | -1 | -0.7 | 0.2 | 7
CS(=O)Cc1cc(Oc2ccccc2)nc(-c2ccncc2)n1 (configuration not stated) | 3.3 | 0.2 | 7 | -14 | -12 | 2 | -0.5 | 2.2 | 1
N#C/C(=C\c1ccccc1)C(=O)Nc1cccnc1 | -0.8 | -0.24 | 2 | 22 | -15 | 0 | -0.4 | 1.4 | -4
C[C@H]1CC[C@]2(O[C@H](CCO)C[C@@H](O)[C@@H]2O)O1 | 0.7 | -0.7 | 2 | 15 | -8 | 0 | / | -0.3 | -29
COc1ccc(CNC(=O)COC(=O)/C=C/c2cccs2)cc1 | / | -2 | 22 | -9 | 11 | 7[fluorescence artefact?] | -0.4 | 1.2 | -14
c1ccc(-c2nnc(CSc3nncs3)o2)cc1 | 0.2 | / | 3 | -5 | -4 | -2 | 0.9 | -0.7 | -5
O=c1[nH][nH]c(=O)c2cc(N3CCCC3)ccc12 | -0.2 | -1 | -9 | -89 | 6 | 5 | 0.7 | -0.5 | -5
CCOC(=O)C1CCN(C(=O)CCS(=O)(=O)c2ccc3c(c2)CCN3C(=O)CC)CC1 | 0.2 | 0.74 | 15 | -32 | -8 | 1 | 0.5 | 0.7 | 8
COC(=O)c1nn(-c2ccccc2)c(=O)cc1O | 0.5 | 0.11 | 3 | 10 | -13 | 2 | 1.2 | -0.2 | -19
O=C(C(F)C(F)(F)F)N1CCN(c2ccccc2)CC1 (configuration not stated) | -0.2 | 0.027 | 6 | 9 | -14 | -8 | -0.2 | -3.0 | -5
Cc1c(C(N)=O)sc(N)c1C(=O)OC(C)C | 0.4 | 0.53 | 6 | -9 | -8 | 3 | -1.0 | -1.3 | -9
Cc1c(NC(=S)NC(C)(C)C)c(=O)n(-c2ccccc2)n1C | 1.7 | 0.74 | -4 | -25 | 3 | -2 | 1.2 | 0.7 | -1
CCOc1ccc(NC(=O)CN(c2cccc(C(F)(F)F)c2)S(C)(=O)=O)cc1 | 0.4 | 1.4 | -4 | 9 | -19 | -12 | -1.5 | -4.8 | -2
O=C(Nc1ccc2c(c1)OCO2)c1ccc[n+]([O-])c1 | 0.2 | -0.073 | 7 | 35 | -12 | -3 | 1.6 | -0.7 | -7
Cc1cccc(NC(=O)c2ccc(COc3ccc4ccccc4c3)o2)n1 | 0.6 | -0.084 | / | -9 | 0 | 0 | 1.0 | 0.2 | -5
O=C(Nc1ccc2c(c1)OCO2)C1CCN(Cc2cnn(-c3ccccc3)c2-n2cccc2)CC1 | -0.3 | -1.2 | -1 | -11 | -15 | 3 | -0.8 | -2.0 | 14
N#C/C(=C\C1=C(N2CCOCC2)C(=C\c2ccccc2)/CC1)C(=O)Nc1ccccc1F | / | -1.1 | / | 17 | -7 | -4 | 0.3 | -7.0 | 154*
O=C(NC(Nc1nc2ccccc2s1)(C(F)(F)F)C(F)(F)F)c1ccccc1 | 0.8 | 0.002 | 7 | 14 | -14 | -2[fluorescence artefact?] | -0.4 | -1.2 | 3
COc1ccccc1/C=C/C(=O)N1CCC(c2ccccc2)C1 (configuration not stated) | 0.1 | -2.8 | / | -6 | / | 3 | -0.5 | 3.1 | -3
CCOC(=O)c1c(C)[nH]c(C2=NNC(=NC(C)COC)SC2)c1C (configuration not stated) | 20 | 0.31 | -8 | 32 | -13 | 2 | -0.2 | 1.3 | -5
O=C(NCc1ccc(F)cc1)c1noc2c1CCCC2 | -0.6 | / | 1 | -1 | 14 | -4 | -0.9 | 14 | -7
